Screens deposited in PubChem by National Center for Advancing Translational Sciences (NCATS).
Lipid storage S3 – qHTS Assay for Lipid Storage Modulators in Drosophila S3 Cells. Drosophila S3 cells, BODIPY lipid droplet fluorescence, 18-24 h; cells fed with added oleic acid. lipid storage change, negative = inhibition, % at the top dose, mostly 46.1 µM; hits show Potency in µM. actives 0.64% (n = 320,000); active = well fitted inhibition curve with a large enough effect in the signal ratio, with a control signal flat, not every such curve was filed as active; inconclusive = small, poorly fitted or top-dose-only effect, or effect the other way, or a change in a side signal; the % refers to the signal ratio
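Drosophila S3 cells got compounds at several concentrations plus oleic acid (400 uM solution). Laser-scanning cytometry with 488 nm excitation read lipid droplets at 500-530 nm and cells at 575-640 nm. Percent activity was relative to 20 uM Triacsin C.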
Lipid storage S3 cell count max – second read-out of Lipid storage S3, no call of its own (marks repeat the call); cell number change, %; measured here: cell count max response;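 cells counted by Cell Tracker Red CMTPX staining in the red channel; peak over a dose series mostly up to 46.1 µM; percent activity relative to internal control wells on each plate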
* hit, by the source's call; i = inactive; ? = inconclusive; · = no result given; [ ] = dose if it differs, or a comment. % is set by controls: 0 for no effect and ±100 for the full control effect; potency is the fitted concentration of half-maximal effect. These rows are one share of the data; count on the stated rates, not on these rows.

Lipid storage S3	Lipid storage S3 cell count max	Structure
?	·	Cc1c(NC(=O)Nc2cccc([N+](=O)[O-])c2)c(=O)n(-c2ccccc2)n1C
?	·	C=CCSc1nc2sc(-c3ccccc3)cc2c(=O)n1N
-23%	·	COCCNC(=S)N1CCC(c2nc(-c3ccc(N(C)C)cc3)no2)CC1
?	·	CC(C)(C)[C@@H]1C=C(C(=O)N2CCN(Cc3ccc4c(c3)OCO4)CC2)O[C@H](OCc2ccc(CO)cc2)C1
?	·	CCN1CCN(C(=O)c2ccc(-c3nc4ccccc4s3)s2)CC1
-6%	21	CCOC(=O)N1CCN(C(=O)c2cnn3c(C(F)(F)F)cc(-c4cccs4)nc23)CC1
?	·	COc1ccc(CCNc2oc(Cc3ccccc3)nc2C#N)cc1OC
-9%	-20	CCOc1cc(/C=C2/NC(=O)N(Cc3ccccc3F)C2=O)ccc1O
?	·	CCCSc1nnc2[nH]c(=O)cc(N)n12
?	·	CS(=O)(=O)N(CC(=O)Nc1c(F)cccc1F)c1cccc([N+](=O)[O-])c1
?	·	COCC(C)n1c(SCC(=O)c2cc(C)n(C)c2C)nc2ccccc2c1=O (stereo not drawn)
-3%	9	Cc1ccc(N/C=C/C(=O)c2ccc(C)cc2)cc1
?	·	Cc1ccc(C(=O)N/C(=C/c2ccco2)C(=O)NCCCn2ccnc2)cc1
-9%	1	O=C(CCN1CCN(CCO)CC1)Nc1ccc(Br)cc1
?	·	COC(=O)c1c(-c2ccccc2OC)sc2ccc(OC)cc12
-17%	-6	O=C(CCC(=O)OCC(=O)c1cccc([N+](=O)[O-])c1)NC1CCCCC1
?	·	Oc1[nH]c2ccccc2c1N=Nc1nc(Nc2ccccc2)nc(N2CCOCC2)n1
1%	8	CCCSc1nc2sc3c(c2c(=O)n1CC)CC(C)(C)OC3
?	·	CN(C)CCCNCCCNC(=O)c1ccccn1
?	·	CCCCCn1c(=O)[nH]c2cc(C(=O)NCCN3CCC(C)CC3)ccc2c1=O
?	·	CCn1c(O)c(N=NC(=O)CNC(=O)Cc2ccccc2)c2ccccc21
10%	-5	Cn1nc2c3ccccc3n(Cc3ccccc3)c2nc1=S
?	·	COc1ccc(N2CCN(C(=O)c3ccc(C)cc3)CC2)c([N+](=O)[O-])c1
1%	15	CCCCc1c(O)nc(SCC(=O)c2ccccc2)n(-c2ccccc2)c1=O
?	·	C/C(=N\NC(=O)C1(C)CC1(Br)Br)c1ccc(NC(=O)c2ccc(C)o2)cc1 (stereo not drawn)

The closing 3 compounds of the section before open the next one.
Lipid storage S3	Lipid storage S3 cell count max	Structure
?	·	COc1ccc(N2CCN(C(=O)c3ccc(C)cc3)CC2)c([N+](=O)[O-])c1
1%	15	CCCCc1c(O)nc(SCC(=O)c2ccccc2)n(-c2ccccc2)c1=O
?	·	C/C(=N\NC(=O)C1(C)CC1(Br)Br)c1ccc(NC(=O)c2ccc(C)o2)cc1 (stereo not drawn)
i	-20	O=C(CC1S/C(=N/N=C2CCCCCC2)NC1=O)Nc1ccc(Br)cc1F (stereo not drawn)
?	·	O=C(CSc1nnc(-c2ccccn2)n1Cc1ccco1)c1ccc(-c2ccccc2)cc1
?	·	CN1C(=O)NC(c2ccc(O)cc2)C2=C1CN(c1ccccc1)C2=O (stereo not drawn)
?	·	CCOc1ccc(N2C(=O)c3cccnc3C2Nc2ccc(OC)cc2)cc1 (stereo not drawn)
?	·	O=C(CCCCCn1c(=O)[nH]c2ccccc2c1=O)NCCCN1CCN(c2ccccc2F)CC1
i	-20	Cc1cc(OCC(=O)NCC(O)c2ccccc2)c2c(C)c(C)c(=O)oc2c1 (stereo not drawn)
-17%	-3	COc1ccc(-n2c(=O)c3ccccc3n(CC(=O)NC3CCCC3)c2=O)c(OC)c1
-15%	4	CC(C)(C)NC(=O)C(c1ccncc1)N(C(=O)Cn1nnc(-c2ccc(F)cc2)n1)c1cccc(F)c1 (stereo not drawn)
?	·	O=C(COC(=O)CCc1ccccc1)NC(c1ccccc1)c1ccccc1
?	·	C/C(=C\C(=O)c1ccc(C)o1)Nc1ccc2c(c1)OCO2
?	·	O=c1c2cn[nH]c2nc(SCc2ccccc2F)n1-c1ccc(Br)cc1
15%	8	CC1=NN(C(=O)c2ccccc2C)C(O)(c2ccc(Cl)cc2)C1 (stereo not drawn)
?	·	COc1ccc(-c2nnc(Nc3ccc(CC(N)=O)cc3)c3ccccc23)cc1
?	·	Cc1ccccc1Cc1c(C)nc2nc(SCC(=O)NCc3ccco3)nn2c1C
?	·	NNc1nc(-c2ccccc2Cl)nc2ccccc12
?	·	CCOc1cc(CNC(=O)CCCn2c(=O)c3cccn3c3cccnc32)cc(OCC)c1OCC
?	·	O=C(CSc1ncnc2nc[nH]c12)N1CCN(c2ccc(Cl)cc2)CC1
?	·	COC(=O)COc1ccc(S(=O)(=O)N2CCN(c3ccc(F)cc3)CC2)cc1
?	·	CC(=O)c1ccc(S(=O)(=O)N2CCN(S(=O)(=O)c3ccccc3C(F)(F)F)CC2)cc1
-1%	-11	CCCCOC(=O)NC1(C)CCS(=O)(=O)C1 (stereo not drawn)
i	10	Cc1ccc(-c2cc(-c3ccc(F)cc3)nc(N)c2C#N)o1
?	·	CC(C1CC1)N(Cc1ccccc1)C(=S)Nc1cccc(C(F)(F)F)c1 (stereo not drawn)
?	·	CC1C(=O)N2CCCc3cc(NC(=O)C(=O)NCCc4ccccc4)cc1c32 (stereo not drawn)
?	·	C=CCOC(=O)C1=C(C)OC(N)=C(C#N)C1c1ccoc1 (stereo not drawn)
?	·	CC(C)C[C@H](NC(=O)c1[nH]cnc1C(=O)N[C@@H](C)c1ccccc1)C(=O)OCc1ccccc1

Grouped by structure, those above with two or more sulfur atoms (4)
Lipid storage S3	Lipid storage S3 cell count max	Structure
?	·	C=CCSc1nc2sc(-c3ccccc3)cc2c(=O)n1N
?	·	CCN1CCN(C(=O)c2ccc(-c3nc4ccccc4s3)s2)CC1
1%	8	CCCSc1nc2sc3c(c2c(=O)n1CC)CC(C)(C)OC3
?	·	CC(=O)c1ccc(S(=O)(=O)N2CCN(S(=O)(=O)c3ccccc3C(F)(F)F)CC2)cc1

Other compounds follow:
Lipid storage S3	Lipid storage S3 cell count max	Structure
-4%	·	C/C(Cn1nnc2ccccc21)=N\NC(=O)c1ccc(Br)cc1
?	·	O=C(Nc1ccc(F)cc1Cl)c1ccc2c(=O)n3c(nc2c1)CCC3
23%	20	Cc1cccc(C)c1NC(=O)COC(=O)c1ccc(N2CCCC2)c([N+](=O)[O-])c1
?	·	Cn1c(CCN2CCOCC2)nc2cc(NC(=O)COc3ccc([N+](=O)[O-])cc3)ccc21
?	·	Cc1ccc(N(C(=O)c2ccco2)C(C(=O)NC2CCCC2)c2ccco2)c(C)c1 (stereo not drawn)
4%	-17	CCc1nc(CN2CCN(c3ccc(C(F)(F)F)cn3)CC2)c(C)[nH]1
4%	3	O=C(NCc1ccc2c(c1)OCO2)C1CCCN1C(=O)Nc1ccc(Cl)cc1 (stereo not drawn)
?	·	CC1=C(C(=O)OC(C)C)C(c2ccc(F)cc2)NC(=O)N1 (stereo not drawn)
?	·	O=C(COc1ccc(Cl)cc1)N1CCN(c2cccc(C(F)(F)F)c2)CC1
2%	1	COc1ccc(CN=CC2=C(O)CNC2=O)cc1OC
?	·	CC(=O)N/C(=C/c1ccc(OS(=O)(=O)c2ccc(C)cc2)cc1)C(=O)Nc1ccc(C(=O)O)cc1
-2%	-1	Cc1ccc(CCNC(=O)C2CCN(C(=O)N(C)C)CC2)cc1
?	·	O=C(N/N=C/c1ccco1)c1cc(-c2ccc(Cl)cc2)n[nH]1
?	·	COCc1cc(N2CCOCC2)nc(-c2ccccc2)n1
6%	-19	O=c1cc(-c2ccccc2)c2c(O)cc(O)cc2o1
?	·	COc1ccc(CCNC(=O)/C=C/c2ccco2)cc1OC
?	-3	CC(C)Oc1ccc2c(=O)c(-c3ccccc3)coc2c1
?	·	Cc1ccc(NC(=O)c2nc[nH]c2C(=O)NCc2ccccc2)cc1
?	·	Cc1nnc(SCC(=O)N2c3ccccc3C(C)(c3ccccc3)CC2(C)C)s1 (stereo not drawn)
?	·	c1ccc(OCCCc2nc(-c3ccccn3)no2)cc1
?	·	CCc1ccc(O)c(N=Cc2cccc(C)c2O)c1
9%	0	CCOc1ccc(OCC)c(-c2c(=O)n(OCc3ccc(C(C)(C)C)cc3)c3ccccc3[n+]2[O-])c1
i	-3	COC(=O)c1ccc(NC(=O)CC(=O)Nc2ccc(C(=O)OC)cc2)cc1
?	·	CC(=O)Nc1nnc(COc2ccc(Cl)cc2)s1
i	·	COc1ccc(-c2nc(CS(=O)CC(=O)N3CCN(C)CC3)c(C)o2)cc1OC (stereo not drawn)

Compounds from the list above that contain a Cl atom (8):
Lipid storage S3	Lipid storage S3 cell count max	Structure
15%	8	CC1=NN(C(=O)c2ccccc2C)C(O)(c2ccc(Cl)cc2)C1 (stereo not drawn)
?	·	NNc1nc(-c2ccccc2Cl)nc2ccccc12
?	·	O=C(CSc1ncnc2nc[nH]c12)N1CCN(c2ccc(Cl)cc2)CC1
?	·	O=C(Nc1ccc(F)cc1Cl)c1ccc2c(=O)n3c(nc2c1)CCC3
4%	3	O=C(NCc1ccc2c(c1)OCO2)C1CCCN1C(=O)Nc1ccc(Cl)cc1 (stereo not drawn)
?	·	O=C(COc1ccc(Cl)cc1)N1CCN(c2cccc(C(F)(F)F)c2)CC1
?	·	O=C(N/N=C/c1ccco1)c1cc(-c2ccc(Cl)cc2)n[nH]1
?	·	CC(=O)Nc1nnc(COc2ccc(Cl)cc2)s1

(more compounds)
Lipid storage S3	Lipid storage S3 cell count max	Structure
?	·	O=C(CN(CCO)c1ccccc1)Nc1ccc(Cl)c(S(=O)(=O)N2CCOCC2)c1
?	·	COc1cccc(C(=O)NCc2cn3ccsc3n2)c1
?	·	COc1ccc(/C=N/NC(=S)SC)cc1OC
?	·	CN1c2ccccc2C(C)(C)C12CC(c1ccc(S(=O)(=O)N3CCCCC3)cc1)=NO2 (stereo not drawn)
-2%	-16	Cc1ccc(NN2C(=O)C=CC2=O)cc1
19%	2	O=C(NC1CCCC1)C1CCN(C(=O)c2ccc(-c3ccccc3)cc2)CC1
?	·	COCCN1C(=O)C(=O)/C(=C(/O)c2ccc3c(c2)OCCO3)C1c1ccc(C(=O)OC)cc1 (stereo not drawn)
-13%	-2	CCOC(=O)N1CCc2c(sc3nc(SC(C)C)n(N)c(=O)c23)C1
4%	1	O=C(Nc1ccccc1F)c1cc2c(s1)-c1ccccc1S(=O)(=O)C2
-23%	5	O=C(NCC1CCCO1)c1ccc(NS(=O)(=O)c2cccc([N+](=O)[O-])c2)cc1 (stereo not drawn)
?	·	O=C(NC1CCS(=O)(=O)C1)/C(=C\c1ccco1)NC(=O)c1ccccc1 (stereo not drawn)
?	·	COc1cc(CCC(=O)N2CC(C)OC(C)C2)cc(OC)c1OC (stereo not drawn)
?	·	CCOC(=O)c1ccc(NC(=O)c2ccc(OC(C)C)c(OC)c2)cc1
i	·	O=C(C1CCCN(Cc2ccccc2Cl)C1)N1CCCCC1 (stereo not drawn)
?	·	CCC1(C)Cc2c(C#N)c(N)n(-c3ccccc3)c(=O)c2CO1 (stereo not drawn)
i	-22	COc1ccc(CCNC(=O)C(=O)NCC2OCCN2S(=O)(=O)c2ccc(C)cc2)cc1OC (stereo not drawn)
9%	8	O=C(N/N=C\C1CC=CCC1)c1ccc(Br)o1 (stereo not drawn)
i	7	CCCN1C2CCCC1CC(NC(=O)c1ccccc1)C2 (stereo not drawn)
?	·	O=C(O)CSc1nccn1-c1cccc(Cl)c1
?	·	O=C(NC1CCCCC1)[C@@H]1CSC2c3ccccc3C(=O)N21 (stereo partly drawn)
3%	15	O=[N+]([O-])c1cccc(-c2cc(C(F)(F)F)n3nc(-c4ccccc4)cc3n2)c1
?	·	Nc1n[nH]c(N)c1N=Nc1ccc(Cl)cc1
?	·	CCN(Cc1ccccc1)C(=O)c1ccc(C)c(S(=O)(=O)N2CCCCC2)c1
9%	-1	O=C(CN1C(=O)C(=O)c2ccccc21)NC1CCCCC1
0%[9.22 µM]	2	CC(C)CCn1cnc2c([nH]c3cccc(Cl)c32)c1=O
i	11	CC(C)C[C@H]1CN=C(Nc2ccccc2)N1CC(C)C
-6%	-12	Cc1cc(C)n2nc(SCC(=O)NCc3ccco3)nc2n1
5%	-15	Cc1nccn1CC(=O)c1ccc(O)c(O)c1
?	·	CCC(C)c1ccc(S(=O)(=O)N2CCN(CC(O)COCC3CCCO3)CC2)cc1 (stereo not drawn)
?	·	COc1ccc(C)cc1NS(=O)(=O)c1cccc2nonc12
-20%	-11	Oc1ccccc1C1CC(c2cccs2)=NC(c2ccc(Cl)cc2)N1 (stereo not drawn)
?	·	COc1ccc2oc(C(=O)CCC(=O)O)c(N)c2c1
i	-7	O=C(Nc1cccc(-c2ccc(N3CCOCC3)nn2)c1)c1ccccc1Cl
-2%	5	Cc1ccc(NC(=O)CN2C(=O)NC(C)(CCc3ccccc3)C2=O)cc1 (stereo not drawn)
i	11	CC[C@H](C)[C@H](NC(=O)c1ccccc1)C(=O)NC(CC(=O)O)c1ccc(F)cc1 (stereo partly drawn)
23%	·	Cc1ccc(S(=O)(=O)NCC(=O)N2CCN(c3ccccc3F)CC2)cc1
?	·	CC(C)c1ccc(NS(=O)(=O)c2ccc3c(c2)oc(=O)n3C)cc1
